# FUS suppressor = suppressors of FUS proteinopathy in yeast; S. cerevisiae FUS-expressing, growth rescue, OD600, 24 h; 390,000 compounds, 0.24% hits; Potency, µM (highest dose often 76.6 µM), for the others: at the highest dose growth rescue (activation), actives largely listed as activators; AID 1347120;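 also: potency is read from the fitted curve at half-maximal effect; plate controls were DMSO vehicle for no effect and reference control for full effect; nearly all actives have a fitted effect of over 55% in size; some results filed as inactive show a strong effect at the top dose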
#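 Toxicity suppression screen in FUS-yeast. Cells induced with 2% galactose, starting OD 0.005, treated 24hr at 30C with compounds at multiple final concentrations; growth by OD600.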
# EPAC1 antagonist = blocks human EPAC1 exchange factor; 360,000 compounds, 0.14% hits; Potency, µM (top dose mostly 115 µM), for inactives: at the highest dose activity change, negative = inhibition, hits mostly inhibitors; O95398; EPAC1 GEF assay, Rap1b-BODIPY-GDP exchange fluorescence;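 also: potency is read from the fitted curve at half-maximal effect; plate controls were vehicle for no effect and positive control for full effect; nearly all actives have a fitted effect of over 50% in size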
# WRN helicase inh = WRN helicase (human) inhibition; Q14191; WRN helicase unwinding, fluorescent forked duplex, kinetic; Potency, µM (series often up to 114 µM), for the others: at the top dose activity change, negative = inhibition, most hits filed as inhibitors; 360,000 compounds, 0.46% hits; AID 651768; also: potency is read from the fitted curve at half-maximal effect; % is scaled to controls: 0 for no effect and ±100 for the full control effect; nearly all actives have a fitted effect of over 55% in size
# Target sequence (Q14191 whole entry, looked up): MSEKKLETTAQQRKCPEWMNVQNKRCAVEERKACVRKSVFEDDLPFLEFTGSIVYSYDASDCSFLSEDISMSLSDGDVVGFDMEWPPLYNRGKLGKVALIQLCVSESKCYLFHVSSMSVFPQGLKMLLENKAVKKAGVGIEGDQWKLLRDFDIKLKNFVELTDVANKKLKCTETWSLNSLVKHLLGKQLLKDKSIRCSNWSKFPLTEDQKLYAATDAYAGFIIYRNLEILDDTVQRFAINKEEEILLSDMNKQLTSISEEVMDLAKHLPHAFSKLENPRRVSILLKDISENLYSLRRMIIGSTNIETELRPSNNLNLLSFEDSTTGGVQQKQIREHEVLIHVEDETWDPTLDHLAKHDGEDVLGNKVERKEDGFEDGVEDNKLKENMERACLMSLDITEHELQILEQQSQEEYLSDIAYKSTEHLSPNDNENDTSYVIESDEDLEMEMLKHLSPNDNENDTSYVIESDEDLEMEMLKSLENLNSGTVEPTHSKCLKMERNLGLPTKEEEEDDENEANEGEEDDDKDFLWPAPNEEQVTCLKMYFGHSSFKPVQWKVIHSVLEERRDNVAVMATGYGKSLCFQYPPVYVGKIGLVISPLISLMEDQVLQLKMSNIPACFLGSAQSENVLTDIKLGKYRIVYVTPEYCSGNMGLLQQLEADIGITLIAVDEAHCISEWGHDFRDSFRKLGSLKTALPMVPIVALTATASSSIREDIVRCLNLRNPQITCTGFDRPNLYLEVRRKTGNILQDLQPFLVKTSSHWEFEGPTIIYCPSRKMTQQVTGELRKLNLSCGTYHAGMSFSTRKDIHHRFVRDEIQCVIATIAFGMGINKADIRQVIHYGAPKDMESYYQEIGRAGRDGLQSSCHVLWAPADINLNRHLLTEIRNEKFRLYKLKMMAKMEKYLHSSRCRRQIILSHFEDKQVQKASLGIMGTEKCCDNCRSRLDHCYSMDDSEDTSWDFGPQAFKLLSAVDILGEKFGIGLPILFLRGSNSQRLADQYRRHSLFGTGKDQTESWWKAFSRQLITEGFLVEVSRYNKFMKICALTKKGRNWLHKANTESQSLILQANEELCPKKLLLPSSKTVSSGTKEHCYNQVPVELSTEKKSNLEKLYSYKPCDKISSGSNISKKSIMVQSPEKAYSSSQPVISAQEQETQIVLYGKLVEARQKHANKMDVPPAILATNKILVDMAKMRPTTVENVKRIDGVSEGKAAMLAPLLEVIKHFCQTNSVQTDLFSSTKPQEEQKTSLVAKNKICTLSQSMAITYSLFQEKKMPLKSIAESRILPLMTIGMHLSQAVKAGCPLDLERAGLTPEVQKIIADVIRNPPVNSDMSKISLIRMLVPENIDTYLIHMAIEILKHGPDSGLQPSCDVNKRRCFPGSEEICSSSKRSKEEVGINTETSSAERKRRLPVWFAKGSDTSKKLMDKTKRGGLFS
#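 WRN at 20 nM final preincubated with compound 15 min at room temperature; reaction started with 100 nM fluorophore/quencher forked duplex oligonucleotide and 2 mM ATP final. Unwinding followed kinetically by red fluorescence (ex 525, em 598 nm).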
# IL-2 act = activators of IL-2. IL-2 activation reporter assay, cell-based qHTS; stimulated with anti-CD3/CD4/CD28 beads; in transgenic mouse T cells. activation, % (series mostly up to about 46 µM). 360,000 compounds, 0.065% hits; in the data active = activation above about 50%; inconclusive = mostly about 30% to 49%; also: 0% is about no effect
#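 Unstimulated transgenic mouse T cells; 60-min compound exposure; bead-based TCR/CD4/CD28 stimulation; 18 h culture, 37 degrees C; dual fluorescence (EGFP, DsRed) plate cytometry.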
# PLK1 PBD inh = PLK1 (human) polo-box domain binding inhibition; Plk1 PBD binding of FITC phosphopeptide, fluorescence polarization; Potency, µM, without a hit: max response, negative = inhibition, usual class: inhibitors; 360,000 compounds, 2.8% hits; also: potency is read from the fitted curve at half-maximal effect; series mostly up to about 57 µM; % is scaled to controls: 0 for no effect and ±100 for the full control effect; nearly all actives have a fitted effect of over 65% in size
# EPAC1 ag = activates human EPAC1 exchange factor | O95398 | EPAC1 agonist qHTS, biochemical assay; response scale: 100% = response to 6.5 mM cAMP | Potency, µM (titrated, usually from 154 µM), without a hit: at the top dose activation, hits mostly activators | 360,000 compounds, 0.073% hits; also: potency is read from the fitted curve at half-maximal effect; nearly all actives have a fitted effect of over 60% in size
#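 Fluorescent GDP-exchange assay: 100 nM EPAC1 with 250 nM Rap1B preloaded with BODIPY-GDP and 50 uM GDP; compounds tested as concentration series, 5 min at room temperature, then read every 5 min for 30 min (ex 480/em 540 nm); normalized to 6.5 mM cAMP.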
# Abeta yeast res = restores growth of yeast expressing A-beta42 peptide. yeast expressing A-beta42, growth rescue, OD600, 48 h; response scale: 0% DMSO, 100% iron-clioquinol control. Potency, µM (titrated, usually from 46.1 µM), inactives show at the highest dose growth rescue, usual class: activators. 410,000 compounds, 0.063% hits; also: potency is read from the fitted curve at half-maximal effect; nearly all actives have a fitted effect of over 55% in size
#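 Growth rescue measured by 600 nm absorbance after 48 h yeast culture at 30 C with compound. Values normalized between DMSO and an equimolar ferric chloride plus clioquinol control.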
# aSyn yeast inh = alpha-synuclein toxicity inhibition in yeast. AID 652106. Yeast expressing alpha-synuclein, growth rescue, BacTiter-Glo, 24 h. 370,000 compounds, 0.14% hits. Potency, µM (highest dose often 46.1 µM), for inactives: at the highest dose growth rescue (activation), hits mostly activators; also: potency is read from the fitted curve at half-maximal effect; % of control where 0% means no effect; nearly all actives have a fitted effect of over 65% in size
#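 Screening used galactose-induced yeast with toxic alpha-synuclein levels, exposed to compound for 24 hr at 30 deg C. Cell growth, read with BacTiter-Glo luminescence, gave the measured signal.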
# PI5P4Ka inh = blocks human PI5P4K alpha kinase activity; PI5P4Kalpha enzyme, ADP-Glo luminescence, 60 min; stronger effect = lower value; P48426; 330,000 compounds, 1.2% hits; max response, %; active = max response of -50% or lower; inconclusive = between -30% and -50%; inactive = -30% or higher; also: value at the top dose of about 77 µM; % is scaled to controls: 0 for no effect and ±100 for the full control effect
#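 Single end-point luminescence (ADP-Glo) quantified ADP from PI5P4Kalpha turnover; ATP 5 microM final, 1 h at RT, 0.1% CHAPS and 0.28 mM EGTA in HEPES pH 7.4.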
# Starred values were filed as active, the others as inactive; ? = inconclusive; nt = no result given; [ ] = dose if it differs, or a comment. Unless noted, calls follow the shape of the dose curve; as a rule, active = well fitted curve in the direction sought with a large enough effect; inconclusive = small, poorly fitted or top-dose-only effect, or another doubt; inactive = no such curve, though single readings can be large; an effect the other way counts as inactive or inconclusive. Compounds were not picked by outcome. About 4.1% of those tested had a hit in this group.
# The first four compounds, ahead of the listing:
SMILES,FUS suppressor,EPAC1 antagonist,WRN helicase inh,IL-2 act,PLK1 PBD inh,EPAC1 ag,Abeta yeast res,aSyn yeast inh,PI5P4Ka inh
Cc1cc(NC(=O)COc2ccccc2C(N)=O)no1,-18.4%,0.7%,2.6%,0.4,-7.1%,-2.5%,10.6%,1.5%,-0.5
CCOc1ccc(-c2cc(NC(=O)c3c(F)cccc3F)c(C(=O)O)s2)cc1,14.5%,?,-12.6%[57.1 µM],0.6,33.6µM*,-8.4%,-25.9%,0.2%,?
CC1(C)CC(=O)C=C(c2n[nH]nc2C2CC2)C1,-9.1%,0.9%,3.7%,-1.6,6.1%,-13.5%,7.5%,1.7%,2.0
C[C@@H]1c2ccccc2N2C[C@H](Cc3ccc(C(=O)c4ccccc4)cc3)C[C@@H]12,?,-7.2%,-9.0%,1.2,-1.4%,4.6%,8.1%,-19.2%,-2.1

# Main list (from the top)
SMILES,FUS suppressor,EPAC1 antagonist,WRN helicase inh,IL-2 act,PLK1 PBD inh,EPAC1 ag,Abeta yeast res,aSyn yeast inh,PI5P4Ka inh
Cc1cc(NC(=O)COc2ccccc2C(N)=O)no1,-18.4%,0.7%,2.6%,0.4,-7.1%,-2.5%,10.6%,1.5%,-0.5
CCOc1ccc(-c2cc(NC(=O)c3c(F)cccc3F)c(C(=O)O)s2)cc1,14.5%,?,-12.6%[57.1 µM],0.6,33.6µM*,-8.4%,-25.9%,0.2%,?
CC1(C)CC(=O)C=C(c2n[nH]nc2C2CC2)C1,-9.1%,0.9%,3.7%,-1.6,6.1%,-13.5%,7.5%,1.7%,2.0
C[C@@H]1c2ccccc2N2C[C@H](Cc3ccc(C(=O)c4ccccc4)cc3)C[C@@H]12,?,-7.2%,-9.0%,1.2,-1.4%,4.6%,8.1%,-19.2%,-2.1
O=C(c1cc(Cl)ccc1O)N1CCN(S(=O)(=O)c2cccs2)CC1,7.7%,0.4%,-5.1%,0.1,-3.7%,-1.8%,4.0%,0.7%,-7.8
CCOc1ccc(OCCCC(=O)NCCc2ccc(OC)cc2)cc1,1.5%,13.1%,-5.6%,-2.4,-8.3%,1.0%,9.7%,-4.1%,6.1
COc1ccccc1CNC(=O)COC(=O)c1nc(Cl)ccc1Cl,8.2%,-9.9%,-8.7%,0.2,-3.7%,2.0%,6.0%,13.0%,13.1
O=C(CNC(=O)c1cnccc1C(F)(F)F)c1cccc(Cl)c1,7.4%,16.7%,0.6%,-2.9,0.4%,-7.9%,-8.5%,-2.9%,0.0
CC(C)Cn1c(=O)[nH]c(=O)c2c(C(F)(F)F)cc(-c3ccccc3)nc21,1.9%,-3.2%,-4.3%,3.5,-1.7%,-5.8%,24.4%,-0.1%,-13.9
CC1=C(C(=O)OCC(Br)(Br)Br)C(c2cccc([N+](=O)[O-])c2)NC(=O)N1CCCC(=O)O (stereo not given),-4.9%,-16.0%,1.1%,-1.4,-16.9%,-5.3%,-2.9%,-1.4%,-64.1*
CC1=NN(C(=O)c2ccccc2-n2cccc2)C(O)(C(F)(F)F)C1 (stereo not given),nt,-3.4%,5.3%,2.1,-3.9%,-8.3%,17.7%,-3.4%,5.7
CCOc1ccc(-c2[nH]nc3c2C(c2ccc4c(c2)OCO4)C(C#N)=C(N)O3)cc1OC (stereo not given),?,?,-15.8%,-0.8,-5.1%,1.6%,8.9%,-10.0%,?
Cc1cc(NC(=O)[C@H](C)NC(=O)c2ccco2)ccc1Br,-30.6%,-3.6%,8.1%,0.9,-11.6%,4.2%,5.0%,10.4%,-1.2
COc1ccc(NC(=O)c2cccc(N3C(=O)c4ccc(C(=O)Nc5ccc(OC)c(O)c5)cc4C3=O)c2)cc1O,?,?,-5.9%,1.8,-0.1%,-2.9%,-7.6%,-1.4%,-11.5
Clc1ccc(Cl)c(-c2nc(-c3ccncc3)no2)c1,-3.7%,12.2%,-4.6%,-0.7,6.1%,3.6%,6.7%,6.5%,9.2
Cc1cc(S(=O)(=O)Nc2ccc(C(=O)NCC(c3ccco3)N(C)C)cc2)ccc1F (stereo not given),5.1%,0.8%,-4.6%,1.4,-3.4%,-5.6%,-8.5%,-0.8%,0.5
CC(C)c1ccc(NC(=O)Nc2cnccn2)cc1,-0.2%,-29.3%,-2.0%,-3.1,-9.0%,-2.0%,-17.7%,-7.9%,-12.0
COc1ccc(CCNC(=O)COC(=O)C2CC2)cc1,-5.5%,-10.8%,0.6%[57.1 µM],1.9,4.0%,5.7%,4.8%,-5.3%,5.4
CCOC(=O)c1c(C)nc2sc3c(=O)n(-c4ccc(OC)cc4)nnc3c2c1-c1ccc(OC)cc1,15.7%,6.6%,-6.6%,2.3,-3.7%,-4.7%,13.9%,1.9%,-3.6
COCC(=O)N1CCN(c2ccc([N+](=O)[O-])cc2)CC1,-20.2%,-6.3%,-31.3%[57.1 µM],0.7,-5.0%,-2.1%,-1.7%,-1.2%,6.2
CCOc1cc(CNCCO)cc(Br)c1OCc1ccccc1,29.6%,19.2%,-2.7%,-0.4,-8.1%,0.5%,-7.9%,-0.7%,5.2
COC(=O)CN(c1cc(OC)ccc1OC)S(=O)(=O)c1ccc(OC)c(OC)c1,9.6%,13.3%,6.0%,-2.2,-8.2%,-1.0%,1.2%,2.7%,-1.2
O=C(Cc1cccc(NC(=O)C2CCN(C(=O)C3CCCCC3)CC2)c1)Nc1cccc(C(=O)N2CCOCC2)c1,26.2%,-0.1%,0.0%,0.2,-3.8%,-12.6%,-3.7%,-6.8%,0.2
O=C(N/N=C/c1ccc([N+](=O)[O-])cc1)c1ccc(COc2ccccc2-c2ccccc2)cc1,5.6%,-15.1%,0.7%,-2.1,-10.9%,10.8%,-9.3%,-2.3%,-2.9
O=C1CSC(c2c(F)cccc2Cl)N1c1cccc(F)c1 (stereo not given),2.3%,-10.6%,0.2%,-0.4,-1.5%,-4.6%,-7.7%,nt,2.5
O=[N+]([O-])c1ccc(/C=C/c2nc3ccc([N+](=O)[O-])cc3[nH]2)cc1,nt,6.0%,7.1%,1.1,-6.7%,5.2%,-10.7%,10.6%,-6.6
O=C(O)CSc1nc2sc3c(c2c(=O)n1Cc1ccccc1)CCCCC3,32.6%,-6.3%,-3.2%,-5.2,?,-8.7%,-9.9%,-24.2%,-0.5
COc1ccccc1C(=O)NNC(=O)c1sccc1-n1cccc1,-38.0%[inhibitor],1.9%,11.2%,-0.5,0.3%,-16.2%,15.1%,17.0%,3.6
O=C(O)COc1ccc(/C=N/n2c(COc3ccccc3)nc3ccccc3c2=O)cc1,nt,-7.9%,-31.8%,19.8,-8.7%,7.1%,-8.9%,12.2%,1.3
Cc1ccc(-n2nc3c(c2NC(=O)c2ccc(OC(C)C)cc2)CS(=O)C3)cc1 (stereo not given),31.7%,0.0%,2.3%,-1.3,-11.5%,10.6%,4.5%,-3.8%,-3.3
CCOc1cc(C2Nc3ccccc3C(=O)N2c2ccccc2)c(Br)cc1OCC(=O)O (stereo not given),nt,-14.8%,3.5%,0.7,-19.1%,2.7%,-10.6%,-1.6%,-11.3
c1ccc(OCc2nc3ccccc3[nH]2)cc1,6.1%,-7.3%,1.8%,-1.7,-8.0%,1.4%,-4.7%,-6.2%,nt
O=C(O)c1cc([N+](=O)[O-])c(Sc2nc3ccccc3[nH]2)c([N+](=O)[O-])c1,-8.6%,-12.6%,?,1.5,21.2µM*,4.4%,-6.9%,-6.4%,-26.6
Cc1ccn2c(NCc3ccccc3)c(-c3cccs3)nc2c1,18.4%,-7.6%,-9.0%,-2.0,-7.3%,1.0%,-32.4%[inhibitor],-29.9%,-5.3
Cc1ccc(C(=O)Nc2ccccc2C(=O)O)cc1S(=O)(=O)Nc1ccc(Br)cc1,24.3%,-29.2%,?,0.9,?,-5.2%,-15.8%,-26.0%,?
COc1ccc(C(=O)NCCc2c[nH]c3ccccc23)cc1S(=O)(=O)N1CCCCC1C (stereo not given),nt,-3.8%,-6.0%,-4.1,4.5%,15.1%,18.6%,0.5%,-2.4
C[C@H](NS(=O)(=O)c1ccc2c(c1)OCCCO2)C(=O)N1CCN(Cc2ccc(C#N)cc2)CC1,nt,-4.3%,7.2%,3.8,-11.8%,10.6%,-9.0%,-9.8%,4.2
O=C1C2C3C=CC(CC3)C2C(=O)N1c1ccc(F)cc1 (stereo not given),-1.3%,-13.7%,9.1%,3.3,6.9%,-1.5%,-4.7%,0.4%,-0.9
Cc1ccc(C(=O)COC(=O)c2ccc3c(c2)C(=O)N(c2cccc4ncccc24)C3=O)cc1C,?,-0.6%,-7.5%,1.2,-10.2%,7.2%,2.1%,-2.8%,nt
Cc1c(Cl)cccc1NC(=O)NCc1ccncc1,-15.9%,-7.4%,0.5%,0.3,-3.6%,-10.5%,8.7%,-0.1%,3.2
Cc1nnc(N2CCCC(C(=O)NCc3ccc(OC(C)C)cc3)C2)c2nn(-c3ccccc3)c(C)c12 (stereo not given),17.3%,-27.9%,-18.2%,-3.6,-7.3%,-14.6%,2.4%,-1.9%,-5.3
CC1CCC(C(C)C)C(OC(=O)COC(=O)c2ccc(N)cc2)C1 (stereo not given),42.9%,-19.7%,-12.2%,0.4,-8.6%,-3.9%,14.0%,3.7%,25.9
C=CCNCC(=O)N1N=C(c2ccc3ccccc3c2)CC1c1ccc(OC)cc1 (stereo not given),25.4%,-15.3%,0.8%,-1.0,-1.8%,-1.4%,-14.4%,2.9%,-8.1
CN1CCN(C(=O)CN(Cc2ccccc2)S(C)(=O)=O)CC1,?,-2.7%,-2.1%,-1.7,-8.6%,7.2%,-16.5%,-5.6%,nt
Cc1ccc(NC(=O)COc2ccc(/C=N\NC(=O)c3cccnc3)cc2)cc1C,?,?,?,-2.6,?,-5.5%,-1.5%,0.5%,-1.2
CCOc1ccccc1-c1cc(C(=O)N/N=C/c2ccc3c(c2)OCO3)c2ccccc2n1,17.3%,-4.2%,-17.7%,1.4,4.1%,3.5%,4.6%,-7.5%,2.6

# Compound activity as filed in PubChem.
